Screening data from PubChem BioAssay.
NR2E3 ag-1: activates human NR2E3 receptor; Q9Y5X4; CHO-S Gal4-NCOR/VP16-NR2E3 two-hybrid, luciferase; inhibition of corepressor binding, % at 3.98 µM; actives 0.35% (n = 360,000); AID 602229;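 active means inhibition above the mean of all tested compounds plus 3 SD, cut at about 70% in these data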;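 further: 0% = DMSO with NR2E3 transfected cells and 100% = cells lacking NR2E3 construct; higher means lower luciferase signal from less NR2E3 corepressor binding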
Target sequence (Q9Y5X4 whole entry, looked up, the tested form may be a part): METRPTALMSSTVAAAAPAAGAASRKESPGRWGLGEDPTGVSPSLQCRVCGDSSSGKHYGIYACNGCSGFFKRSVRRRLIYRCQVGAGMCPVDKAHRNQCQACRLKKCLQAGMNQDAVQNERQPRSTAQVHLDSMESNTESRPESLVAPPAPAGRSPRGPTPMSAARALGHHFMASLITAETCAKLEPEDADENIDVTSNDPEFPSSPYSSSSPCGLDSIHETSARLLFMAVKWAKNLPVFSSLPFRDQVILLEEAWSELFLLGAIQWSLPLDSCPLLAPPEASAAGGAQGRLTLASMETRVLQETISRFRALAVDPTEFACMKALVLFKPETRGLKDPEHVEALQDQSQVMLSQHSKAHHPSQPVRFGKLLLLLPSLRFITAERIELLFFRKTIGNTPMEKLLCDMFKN
aDG glyco act: increases alpha dystroglycan glycosylation; Pro5-aDG cells, alpha-DG glycosylation AlphaScreen (IIH6); 0% Pro5, 100% B10-LARGE cell signal; activation, % at 10 µM; actives 0.22% (n = 360,000); AID 624168;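 active means activation of at least 8% versus controls, or a plate z-score of at least 8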;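 further: Pro5 are CHO cells carrying HIG-tagged alpha-DG that lacks glycosylation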
Shn3 inh set2: reduces Shn3 3'UTR luciferase signal in osteoblasts | actives 0.52% (n = 360,000) | inhibition, % at 12.5 µM | Clone20 osteoblast Shn3 3'UTR firefly luciferase, 24 h | AID 588674;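 active means mean inhibition of at least 75% with every replicate also reaching 75%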;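 further: 0% = median of neutral control wells and 100% = pilot-screen positive control compound; some compounds past the cut are filed as inactive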
NR2E3 ag-2: NR2E3 (human) agonism. Q9Y5X4. GST-NR2E3/biotin-RetCOR TR-FRET, 1536-well. actives 0.12% (n = 320,000). inhibition of corepressor binding, % at 4.78 µM. AID 2300;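 active means percent inhibition above the cutoff of mean plus 3 SD of all tested compounds, set per screening campaign, cut at about 20% in these data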;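 further: 0% = DMSO wells and 100% = biotin wells as full block of FRET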
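Material: NR2E3–RetCOR corepressor complex / Incubation: Compound–protein incubation for 5 h at 4 °C / Dosing: compound at 4.8 µM, single dose / Detection: time-resolved FRET / Benchmarks: high control biotin, low control 0.6% DMSO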
hiPSC survival: increases survival of single human iPS cells; hiPSC single-cell survival, ATPlite luminescence; 100% = ROCK inhibitor wells, 0% = DMSO; survival enhancement, % at 20 µM; actives 0.044% (n = 360,000); AID 602274; in the data active means survival enhancement above about 18%;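 further: cells exposed to compounds for 16 hours before the ATP read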
CF NFkB block: cystic fibrosis NF-kB activation inhibition | actives 0.86% (n = 360,000) | inhibition, % at 5 µM | KKLEB NF-kB-GFP reporter, PAF-induced, GFP fluorescence overnight;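 active means at least 50% inhibition at 5 µM, scaled per plate between neutral and stimulator controls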;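 further: PAF is a Pseudomonas aeruginosa culture filtrate used as stimulus; plate controls were PAF-stimulated DMSO wells for no effect and unstimulated DMSO wells for full effect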
HIF-2a block: blocks HIF-2a reporter activity. 786-0 RCC cells HIF-2a reporter, luciferase luminescence, overnight. actives 0.72% (n = 360,000). inhibition, % at 18.8 µM;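 active means inhibition of the luminescence signal of 40% or more relative to plate controls, in a single-dose primary screen at 18.75 µM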
Peg3 promoter: Peg3 promoter activity inhibition; actives 1.7% (n = 360,000); HeLa PEG-Prom luciferase reporter, luminescence, overnight; inhibition, % at 20 µM; AID 588405;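 active means inhibition of at least 50% at 20 µM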
KKLEB tox: reduces viability of KKLEB cystic fibrosis airway cells; KKLEB CF airway cells viability, ATPlite luminescence, overnight; active compounds read low; cells stimulated with P. aeruginosa culture filtrate; activity change (cytotoxicity), % at 5 µM; actives 0.36% (n = 360,000);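 active means corrected activity change at or below -50% at 5 µM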
MITF TRPM1 inh: reduces MITF-dependent TRPM1 promoter luciferase signal. SK-MEL-5 TRPM1 promoter luciferase, 24 h. inhibition, % at 12.5 µM. actives 0.83% (n = 330,000). AID 488899;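 active means mean inhibition across replicates of 60% or more, whatever share of single replicates reaches that level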; further: values of inactives mirror those of a sister screen read the other way
TWEAK Fn14 block: inhibitors of TWEAK-Fn14 interaction signaling; TWEAK-stimulated Fn14 reporter cells, luciferase luminescence, 8 h; inhibition, % at 10 µM; actives 2% (n = 360,000); AID 1159606; in the data active means inhibition above about 50%
Numbers without * were called inactive; · = not tested or not shown.

structure	NR2E3 ag-1	aDG glyco act	Shn3 inh set2	NR2E3 ag-2	hiPSC survival	CF NFkB block	HIF-2a block	Peg3 promoter	KKLEB tox	MITF TRPM1 inh	TWEAK Fn14 block
CC(=O)c1ccc(NC(=O)C2=CC(c3cccs3)=NS(=O)(=O)N2C)cc1	-0.2	0.0	9.1	1.1	0.9	-12.3	-5.7	-9.4	-6.2	1.9	2.6
CNC(=S)Nc1ccc2nc(C)oc2c1	18.6	2.5	-0.4	0.3	-0.3	-21.9	10.7	-7.9	-5.4	1.4	3.5
CN(Cc1cn(C)nc1-c1cccc(Cl)c1)CC1CCCCO1 (centres undefined)	-13.8	-0.3	-7.1	5.0	-0.3	-8.1	15.3	12.4	8.5	1.3	3.2
Cc1cccc2cc(C#N)c(NCCNS(=O)(=O)c3ccccc3)nc12	10.9	0.0	-10.8	2.6	0.5	0.0	1.9	0.2	-3.0	-11.9	-4.0
COC(=O)NCc1ccc(S(=O)(=O)N2CCOCC2)cc1	-10.4	0.2	-6.3	0.2	-0.9	-15.7	-5.0	6.6	0.0	1.9	-5.5
O=[N+]([O-])c1cc(S(=O)(=O)Nc2cccc(C(F)(F)F)c2)ccc1-n1nnc2ccccc21	95.5*	0.1	1.9	7.7	9.8	23.4	8.9	38.3	-1.7	-9.7	13.6
COC(=O)Nc1ccc(S(=O)(=O)Nc2ccc(O)cc2)cc1	2.2	0.2	23.8	1.6	0.9	7.9	15.1	4.8	6.1	16.0	-4.6
CCOCCOC(=O)CCSc1n[nH]c(=O)[nH]c1=O	-4.0	0.0	-6.1	0.1	-1.8	-4.1	-5.5	4.5	0.4	12.9	8.3
COCC(C)N=C1NN=C(c2cc(C)n(Cc3ccccc3Cl)c2C)CS1 (centres undefined)	-24.1	5.6*	28.6	0.1	-1.2	7.3	-51.9	-149.2	-7.8	-22.7	45.4
CCCCN(C)CCC(=O)Nc1ccc(Cl)cc1	18.9	-0.3	2.0	0.7	1.3	-9.8	11.2	28.1	-11.5	-11.0	1.1
COC(=O)COc1ccc(S(=O)(=O)NC2CCCCCC2)cc1	-0.3	0.7	12.1	0.7	-0.4	-11.5	14.4	2.7	3.7	10.7	-0.4
CCOCCCNC(=O)C(c1ccc(C)cc1)N(Cc1ccc2c(c1)OCO2)C(=O)CNC(C)=O (centres undefined)	23.5	0.1	3.3	-2.7	-1.2	0.6	4.2	24.6	-4.4	-5.1	-5.4
Cc1cccc(C(=O)Nc2ncc(CN3CCOCC3)s2)c1	5.6	0.0	-5.2	1.2	-0.7	7.2	-24.3	-0.7	0.1	9.4	66.2*
CCOC(=O)C(CC)(CCC(=O)O)c1csc(Nc2ccc(C)cc2)n1 (centres undefined)	-16.0	0.3	-15.6	-1.7	1.7	-16.4	-4.6	-5.8	8.0	15.3	-0.6
O=C1CC/C=C\C[C@@H](CC(=O)N(CCO)Cc2ccccc2)C(=O)N[C@H](Cc2ccccc2)CO1	11.7	-0.2	16.6	·	-0.8	-11.8	11.4	8.7	6.5	-2.1	7.6
S=C(NCCc1ccccc1)NC1CC2CCC(C1)N2Cc1ccccc1 (centres undefined)	-13.5	1.2	12.6	1.4	-2.3	4.8	10.7	-0.8	-4.9	-2.0	-10.3
Clc1ccc(-c2nnc(-c3ccccc3Cl)o2)cc1	-128.3	0.4	-32.9	3.1	-2.9	-15.3	-230.9	-223.8	-12.5	-44.5	33.9
CC1Cc2ccccc2N1C(=O)c1cc2sccc2n1Cc1ccccc1 (centres undefined)	-46.5	-0.2	2.4	-1.1	0.9	14.2	20.9	41.7	-7.5	1.1	20.5
CN1CCN(C(=O)c2cnn3c(C(F)(F)F)cc(-c4cccs4)nc23)CC1	-1.7	-0.2	-7.3	3.5	0.7	7.0	20.2	15.7	-11.0	11.1	-0.9
Cn1c(Cc2nc(-c3cnccn3)no2)nnc1SCC(=O)Nc1ccccc1	-14.0	-0.1	13.3	-2.1	-0.4	17.7	6.9	5.7	-2.5	7.2	-8.5
O=C(Cc1c(Cl)cccc1Cl)N1CCN(S(=O)(=O)c2cccs2)CC1	-6.5	-0.4	-5.1	5.0	-1.3	5.0	2.9	9.4	-3.4	0.4	-4.5
CC(C)c1ccc(N(CC(=O)NC2CCCCC2)C(=O)CCC(=O)Nc2ccccn2)cc1	-4.1	0.2	-8.2	1.1	-0.3	11.5	2.2	16.4	-10.1	7.9	-3.2
CN(C)C=Nc1nonc1-c1ncn[nH]1	-9.9	-0.2	-2.0	-0.4	-1.4	-13.3	8.2	-6.6	12.4	15.0	18.5
Cc1ccc(NC(=S)NCCc2ccccc2)c(C)c1	-8.1	-0.1	2.0	4.4	-1.4	4.9	-14.4	-0.3	7.6	8.5	1.1
Cc1ccsc1C(=O)N1CC=C(c2ccccc2)CC1	-9.0	-0.2	-17.3	4.8	0.4	-43.5	-69.8	-22.9	2.0	-9.2	-6.2
COc1cccc(/C=N/Nc2ccc(Cl)nn2)c1OC	-36.9	0.1	-48.6	-0.8	0.0	-9.6	-63.0	-104.4	13.7	-33.3	-25.6
C[C@H](c1ccccc1)N1C[C@H](COCc2ccccc2)Oc2cc(N3CC[C@@H](N(C)C)C3)ccc2S1(=O)=O	-32.0	1.2	·	·	-1.0	·	5.8	·	·	·	-15.4
COc1ccc(-c2cccc(NS(=O)(=O)c3cc([N+](=O)[O-])ccc3Cl)c2)nn1	41.0	0.1	-8.4	-0.2	-0.4	-13.6	9.0	10.0	-0.2	-1.1	-1.5
Cc1cc(C(=O)O)c(C)n1Cc1ccncc1	-19.1	0.5	-3.1	1.4	0.0	-3.6	21.3	7.2	1.0	1.3	-17.1
CC(C)CN(C(=O)C1CC1)c1c(N)n(Cc2ccccc2)c(=O)[nH]c1=O	-22.0	-0.1	-5.3	-4.6	-0.5	-18.7	13.7	5.7	13.5	-15.2	0.8
Cc1c(C(=O)Nc2cc(S(=O)(=O)N3CCOCC3)ccc2N2CCOCC2)oc2ccccc12	6.1	-0.6	9.8	3.8	-0.4	13.9	27.5	19.1	-5.0	9.7	3.1
CCCOc1ccc(Cn2ccnc2)cc1[N+](=O)[O-]	-33.0	0.0	13.0	-1.4	3.0	2.4	3.9	12.9	8.6	1.0	9.2
Cc1ccc(S(=O)(=O)CCc2nnc(NC(=O)c3ccccn3)s2)cc1	-10.2	-0.3	48.6	5.4	3.8	-23.4	1.6	0.9	6.1	-0.3	-1.6
O=C(OCCCC(=O)N1CCOCC1)c1ccccc1	-28.6	-0.1	-4.0	2.2	-2.1	11.6	-1.3	5.3	-25.4	-8.1	-4.2
Cc1cc(NC(=O)CCSc2ccccc2)no1	-6.8	-0.1	12.7	1.9	1.5	-0.6	-44.2	-47.1	-13.9	-5.8	-6.0
CC(C)CC(C(=O)O)N1C(=O)C2C3C=CC(C2C1=O)C1C(=O)N(C(CC(C)C)C(=O)O)C(=O)C31 (centres undefined)	0.0	-0.1	-4.4	2.8	0.0	-2.3	0.0	-9.9	3.2	-9.2	-5.5
COc1ccc(C(=O)COc2ccc(NC(C)=O)cc2)cc1	-29.6	0.0	-43.6	7.5	-0.1	12.3	-49.8	-9.8	8.6	0.7	14.5
COc1ccc(S(=O)(=O)N2CCCCCC2)cc1N(C)S(=O)(=O)c1ccc(C)cc1	16.0	0.8	35.5	-0.5	-2.4	21.3	11.3	25.9	-4.4	6.4	-1.6
COc1ccc(OC)c(Nc2nc(C3CC3)nc3c2nnn3Cc2ccccc2)c1	-17.0	-0.2	20.8	1.1	0.3	6.6	7.4	17.9	-9.9	-8.9	2.2
O=C(Nc1ccccc1)O/N=C(\c1ccccc1)c1ccccn1	-7.5	-0.2	-14.0	-1.7	1.1	-25.0	-46.9	-24.4	0.9	-13.2	6.0
O=C(Nc1ccc(-n2ccc(C(F)(F)F)n2)cc1)Nc1cccc(Cl)c1	81.6*	0.0	56.4	-1.5	0.3	34.8	-245.3	-112.6	-18.0	-55.8	72.2*
COc1ccc(OCc2nc(N)nc(Nc3cccc(C)c3C)n2)cc1	-12.8	0.1	1.5	2.9	-1.2	-16.6	7.6	0.2	24.7	0.5	-9.1
O=C(NCCCCc1ccccc1)c1cccc(NC(=O)c2ccccc2)c1	-12.2	0.1	8.9	·	3.1	-21.6	-22.4	-11.2	9.8	2.1	-8.7
Cc1cc(-c2cc(-c3ccc(Cl)cc3)on2)nc(NCC2CC2)n1	11.6	0.2	-11.3	2.1	6.6	32.1	-40.9	-18.1	-31.1	-21.0	-10.5
CC(Sc1nnnn1C)C(=O)NC1CCCC1 (centres undefined)	-28.3	-0.1	11.0	·	-0.5	7.5	12.2	7.1	12.3	8.7	13.4
CCCOc1ccc(N2C(=O)CC(N3CCC(C(=O)OCC)CC3)C2=O)cc1 (centres undefined)	5.2	-0.2	19.6	2.0	-1.4	9.4	5.3	-9.8	0.3	13.9	0.0
O=C(CCNS(=O)(=O)c1ccc(F)c(Cl)c1)NCc1ccccc1F	-0.5	0.1	9.1	·	-0.6	1.5	7.5	3.6	-7.1	-5.7	5.6
COc1cccc(COC(=O)Nc2ccccc2)c1OC	-62.0	0.1	-46.5	·	-0.9	-32.8	-273.3	-252.6	1.0	·	-40.0
O=C1NC(CCc2ccccc2)C(=O)N1Cc1ccccc1Cl (centres undefined)	-27.4	0.0	-8.5	2.5	3.6	3.1	22.8	14.7	-0.3	-1.7	2.6
CCN(CC)CCN(C(=O)c1ccc2c(c1)CCCC2)c1nc2ccc(C)cc2s1	-31.4	-0.3	6.1	4.4	-0.4	4.7	-27.9	-32.5	0.4	-19.6	12.4
Cn1c(N)c(C(=O)Nc2ccc(-c3ccccc3)cc2)sc1=S	7.7	-0.2	11.7	-1.6	-0.4	18.1	6.0	18.6	-1.9	-1.4	8.9
CN(CC(=O)Nc1ccc(F)c(F)c1F)C(=O)CCc1nc2sc3c(c2c(=O)[nH]1)CCCC3	1.2	0.1	-12.4	-2.2	-0.5	-8.4	0.5	2.5	-9.4	0.6	-0.9
CC1CCN(c2ccc(-c3cccc(NC(=O)C(F)(F)F)c3)nn2)CC1	38.1	0.5	82.9	-0.7	-0.4	21.6	88.1*	85.9*	-65.6*	28.3	100.9*
Cc1ccccc1-c1nc(-c2cccnc2)no1	-69.5	0.1	-47.8	2.4	-1.4	-0.1	-227.9	-205.8	2.9	-37.8	-4.5
C[C@@H]1COC(=O)CCC/C=C\C[C@@H](CC(=O)N(CCO)Cc2ccccc2)C(=O)N1	-5.3	0.0	2.8	·	1.6	-11.6	4.3	-5.1	6.1	-1.3	-4.6

This is a random part of the collection (roughly 4.4% active in at least one column).
